# Screens deposited in PubChem BioAssay by several laboratories.
# OX1R antag-1 = antagonists of human orexin 1 receptor (OX1R); OX1R-expressing cells, FRET antagonist read-out; 1.8% of 330,000 active; inhibition, % at 6.6 µM; Orexin/Hypocretin receptor type 1 (Homo sapiens), O43613; AID 485270, 2010; in the data active = inhibition mostly above about 38%, no sharp cut-off; inactive = mostly below about 40%;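 also: 0% = agonist challenge alone and 100% = reference antagonist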
# Target sequence (O43613 whole entry, looked up): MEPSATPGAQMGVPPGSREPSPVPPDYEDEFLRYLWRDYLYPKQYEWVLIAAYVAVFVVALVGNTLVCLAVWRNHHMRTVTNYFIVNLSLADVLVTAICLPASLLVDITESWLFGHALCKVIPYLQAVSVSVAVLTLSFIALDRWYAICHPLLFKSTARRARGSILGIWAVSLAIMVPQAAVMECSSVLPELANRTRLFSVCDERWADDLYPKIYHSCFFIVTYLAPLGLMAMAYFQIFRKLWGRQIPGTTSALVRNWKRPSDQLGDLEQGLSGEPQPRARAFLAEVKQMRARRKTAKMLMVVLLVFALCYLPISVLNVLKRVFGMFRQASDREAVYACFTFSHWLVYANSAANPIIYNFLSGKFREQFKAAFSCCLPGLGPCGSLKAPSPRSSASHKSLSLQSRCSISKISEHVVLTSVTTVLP
# OX1R antag-2 = OX1R (HCRTR1) antagonists, primary screen, fluorescence, CHO/OX1R cells, Fluo-8 calcium, orexin A; Fluo-8 calcium fluorescence; inhibition, % at 5 µM; 0.43% of 330,000 active; AID 434989, 2010;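 active = inhibition above its plate's threshold, mean inhibition of all tested compounds on the plate plus 3 SD, cut at about 37% in these data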;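 also: 0% = orexin A challenge wells and 100% = SB-334867-A antagonist wells; not every result past the cut was called active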
# STK33 kinase inh = inhibitors of purified STK33 kinase, primary screen, biochemical, ADP-Glo luminescence, homogeneous, cell-free; Serine/threonine-protein kinase 33 (Homo sapiens), Q9BYT3; MBP phosphorylation; inhibition, % at 10 µM; 0.073% of 320,000 active; AID 2661, 2010;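 active = inhibition at or above 25%, using the most active replicate where run in duplicate; inactive = inhibition below 25%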
# Target sequence (Q9BYT3 whole entry, looked up): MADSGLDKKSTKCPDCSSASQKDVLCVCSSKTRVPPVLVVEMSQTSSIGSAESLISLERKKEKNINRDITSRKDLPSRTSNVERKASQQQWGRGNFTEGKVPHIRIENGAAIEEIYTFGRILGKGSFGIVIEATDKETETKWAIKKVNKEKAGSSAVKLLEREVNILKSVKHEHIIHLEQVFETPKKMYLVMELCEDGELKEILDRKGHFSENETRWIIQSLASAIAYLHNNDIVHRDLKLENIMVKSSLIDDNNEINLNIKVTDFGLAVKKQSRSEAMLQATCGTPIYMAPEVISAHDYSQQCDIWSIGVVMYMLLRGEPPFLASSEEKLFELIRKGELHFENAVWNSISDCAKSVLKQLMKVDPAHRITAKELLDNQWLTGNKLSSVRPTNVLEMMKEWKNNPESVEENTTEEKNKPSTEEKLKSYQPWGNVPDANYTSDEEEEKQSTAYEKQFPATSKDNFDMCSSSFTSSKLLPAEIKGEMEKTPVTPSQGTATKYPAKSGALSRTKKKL
# * = called active by the depositor; . = not tested or not shown; & = joins results of further samples.
OX1R antag-1,OX1R antag-2,STK33 kinase inh,SMILES
9,-15,0.6,CC(C)=CCc1c(O)cc(O)c2c1OC(c1ccc(O)cc1)CC2=O (configuration not stated)
4,-10,-1.6,COc1ccc(/C=N/NS(=O)(=O)c2ccc(NC(C)=O)cc2)cc1
15,0,-0.9,C/C(O)=C/c1nc2ccccc2[nH]c1=O
36,-20,2.4,Cc1ccc(OCCC(=O)OCC(=O)C(C)(C)C)cc1
5,-14,-1.0,COc1ccc(C(=O)NN/C(C)=C/C(=O)C(F)(F)C(F)(F)C(F)(F)F)cc1
15,-4,-2.3,COc1cccc(/C=N/Nc2ccc([N+](=O)[O-])cc2)c1O
11,-16,-1.5,Cc1ccccc1C(=O)NC1CCN(C(=O)NCc2ccccc2)CC1
11,-18,0.3,Cc1ccccc1C(=O)c1cccn1CC(=O)NC(C)c1ccccc1 (configuration not stated)
17,6,-1.1,O=C(Cn1cnc2c(nnn2-c2ccc(F)cc2)c1=O)NCC1CCCO1 (configuration not stated)
10,-18,-0.1,Cc1ccc(S(=O)(=O)NNC(=O)C2COc3ccccc3O2)cc1C (configuration not stated)
31,-29,-0.4,CCOc1ncccc1C(=O)NCc1ccccc1Cl
1,-9,-0.2,O=C(COC(=O)c1cccc(C(=O)OCC(=O)NC2CC2)n1)NC1CC1
5,-16,-1.5,CC(C)(CNC(=O)C1CCCC1)CNC(=O)C1CCCC1
37,-20,-0.1,Cc1cc([N+](=O)[O-])nn1CC(=O)Nc1cccc2nonc12
14,-10,-0.7,CCN1C(=O)N[C@@H](c2ccc(Br)cc2)C(C(C)=O)=C1C

# A second format for three compounds above:
# Second line of a record: OX1R antag-1	OX1R antag-2	STK33 kinase inh
> COc1cccc(/C=N/Nc2ccc([N+](=O)[O-])cc2)c1O
 : 15	-4	-2.3
> O=C(COC(=O)c1cccc(C(=O)OCC(=O)NC2CC2)n1)NC1CC1
 : 1	-9	-0.2
> Cc1ccc(S(=O)(=O)NNC(=O)C2COc3ccccc3O2)cc1C (configuration not stated)
 : 10	-18	-0.1

# Later entries:
OX1R antag-1,OX1R antag-2,STK33 kinase inh,SMILES
10,-18,-0.7,Cc1ccc(C(=O)CCC(=O)OCC(=O)Nc2c(C)nn(-c3ccccc3)c2C)cc1
-1,2,0.8,Nc1c(C(=O)CSc2nnc(N3CCOCC3)n2-c2cccc(F)c2)c(=O)[nH]c(=O)n1C1CC1
23,-32,-0.3,Cn1ccc(C(=O)Nc2ccc(Br)cc2Br)n1
15,-28,.,CCOC(=O)c1c(NC(=O)C2=C(C)NC(=S)NC2c2ccccc2C(F)(F)F)sc(C)c1C (configuration not stated)
18,-18,-2.5,COCc1nnc(NC(=O)c2ccc(S(=O)(=O)N(CC(C)C)CC(C)C)cc2)o1
32,-11,-0.5,Cc1ccc(CN2CCC(CNS(=O)(=O)c3ccc(-c4ccc(=O)[nH]n4)s3)CC2)cc1
18,2,-1.4,Cc1onc(-c2ccccc2)c1C(=O)N1CCN(C(=O)c2ccco2)CC1
20,-2,-0.6,COC(=O)CCCC1=CC2=C(c3ccccc3)C(=O)C(C)(OC(=O)C3CCCC3)C(=O)C2=CN1CCc1ccccn1 (configuration not stated)
27,-13,0.4,CC(C)(C)NC(=O)/C(=C\C=C\c1ccccc1)NC(=O)c1ccc([N+](=O)[O-])cc1
22,-21,-1.4,CCOn1c(=O)c(-c2ccc(Cl)cc2)[n+]([O-])c2ccccc21
33,-13,1.0,COc1ccc(S(=O)(=O)N2CCC(C(=O)NCc3cccc(OC)c3)CC2)cc1
14,-25,-1.5,CCOc1ccccc1OCCCNCc1ccccc1
7,-14,-1.1,COC(=O)c1ccccc1NC(=O)CN(c1cc(OC)ccc1OC)S(C)(=O)=O
34,-2,-1.1,COc1ccc(C(C)(C)NC(=O)C2CCC(=O)N(C3CCCC3)C2)cc1OC (configuration not stated)
23,-12,-0.2,Cc1cccc(CSCc2nnc(N)s2)c1
22,-9,-1.1,CCN(CC)S(=O)(=O)c1cc(C)c(C)cc1Br
7,0,0.5,COc1ccc(N2C(=O)CC(Sc3nc4ccccc4s3)C2=O)cc1 (configuration not stated)
0,-3,-1.8,O=S(=O)(c1cccs1)N1CCN(CCc2ccccc2)CC1
12,-6,0.3,Cc1cc(C(=O)CCl)c(C)n1CC1COc2ccccc2O1 (configuration not stated)
7,-28,-1.9,COCCNC(=O)c1ccc2c(Cl)c3c(nc2c1)CCC3
7,5,-0.6,O=C(CSc1ncn(-c2ccccc2)n1)Nc1nc2c(s1)CCCC2
10,-3,-1.8,CC(Oc1ccc2c(-c3ccccc3)cc(=O)oc2c1)C(=O)N1CCOCC1 (configuration not stated)
6,-7,0.5,O=S(=O)(c1ccc(Br)cc1)N1CCN(Cc2ccco2)CC1
3,-36,1.1,Cc1cccc(CN2CCN(Cc3nc4c(s3)CCCC4)CC2CCO)n1 (configuration not stated)
8,-14,-0.8,CCO/N=C/C1=C(O)C(C(=O)OC)C(C)(C)CC1=O (configuration not stated)
-2,-4,-0.1,COc1ccc(CCNC(=O)C(=O)NCC2CCNCC2)cc1OC
2,-19,-2.1,Cc1ccc2c(C)c(C(=O)Nc3c(C)n(C)n(-c4ccccc4)c3=O)oc2c1
58*,-7,-0.5,NN1C(=O)c2cccc3c(C(=O)O)ccc(c23)C1=O
25,-21,0.8,CC(=O)N1CCc2cc(S(=O)(=O)NC(Cc3ccccc3)C(=O)Nc3cc(C)ccn3)ccc21 (configuration not stated)
16,-29,3.3,CCn1cc(C(=O)O)c(=O)c2cc(F)c(N3CCN(C(=S)NC(=O)c4ccc(Br)cc4)CC3)cc21

# Compound profiles (already shown). Order of values: OX1R antag-1	OX1R antag-2	STK33 kinase inh
# CCOc1ccccc1OCCCNCc1ccccc1 is listed as 14	-25	-1.5
# NN1C(=O)c2cccc3c(C(=O)O)ccc(c23)C1=O is listed as 58*	-7	-0.5

# (list continues)
OX1R antag-1,OX1R antag-2,STK33 kinase inh,SMILES
-4,9,-0.5,CC(OC(=O)CCN=C1NS(=O)(=O)c2ccccc21)C(=O)Nc1ccc(S(N)(=O)=O)cc1 (configuration not stated)
12,-14,1.1,COc1cccc(CNC(=O)COc2ccc(C(=O)c3ccccc3)cc2)c1
-11,-19,-0.2,COc1ccc(CCC(C)NC(=O)Cc2ccc(OC)c(OC)c2)c(OC)c1 (configuration not stated)
20,-6,-0.7,NC(=O)CC(NC(=O)c1ccc(Br)cc1)c1ccc(N2CCC(Cc3ccccc3)CC2)c([N+](=O)[O-])c1 (configuration not stated)
21,-18,0.3,O=C(O)C1CCN(c2ccccc2[N+](=O)[O-])CC1
29,-19,0.5,COc1ccc(Br)c(/C=N/NC(=O)COc2ccc(-c3ccccc3)cc2)c1
3,-12,-2.9,C=CCSc1ccccc1C(=O)Nc1ncn[nH]1
15,-31,-0.7,O=C(CC1OC(=O)c2ccccc21)Nc1cc(Cl)ccc1N1CCCC1 (configuration not stated)
4,-9,-1.1,CCCCc1ccc(N=N/C(C(=O)Nc2ccccc2OC)=C(/C)O)cc1
13,-17,-3.9,O=C(NC1CCCc2ccccc21)C1CCN(S(=O)(=O)c2ccccc2F)CC1 (configuration not stated)
5,-3,-1.4,COCCn1c(N)c(NCc2ccccc2)c(=O)[nH]c1=O
18,-17,-2.0,CCNC(=O)C(=O)Nc1ccc2c(c1)N(S(=O)(=O)c1cccs1)CCC2
7,-5,-0.6,CCCc1ccc2oc(C(=O)N3CCNC(=O)C3CC(=O)OC)c(C)c2c1 (configuration not stated)
1,-16,-1.7,CC(OC(=O)C1CCCO1)C(=O)NC1CCCC1 (configuration not stated)
11&7&1,-20&-10&9,-0.7&-1.5&-0.3,CNCCCC12CCC(c3ccccc31)c1ccccc12
9,-14,.,FC(c1nc2ccccc2[nH]1)C(F)(F)F (configuration not stated)
7,-16,-0.8,CN(C)c1ccc(C2N(C(=O)N3CCOCC3)CCN2S(=O)(=O)c2ccccc2)cc1 (configuration not stated)
9,-2,-0.3,O=C(CSc1nnnn1-c1ccccc1)NCc1cccs1
12,-4,0.6,O=C(Cc1csc(NC(=O)c2ccc(F)cc2)n1)NO
13,-14,-0.7,COC(=O)c1cc2c(ccn2-c2ccc(F)cc2)n1CC(=O)N1CCN(C(=O)c2ccco2)CC1
9,-2,-1.7,CC(=O)N1CCN(c2ccc(NC(=O)/C=C/c3ccccc3)cc2)CC1
25,-34,0.5,O=C(CC(c1ccccc1)c1ccco1)Nc1nccs1 (configuration not stated)
6,-7,-0.7,Cn1nc(C(=O)NCC(=O)Nc2ccc(F)c(F)c2F)c2ccccc2c1=O
-1,-10,4.8,COC(=O)CNC(=O)C(C)(C)Oc1ccc(Cl)cc1
-2,-27,-1.9,COc1ccc(C2N(C(=O)N3CCOCC3)CCN2S(=O)(=O)c2ccc(C)cc2)cc1 (configuration not stated)
2,-7,-1.1,O=C(NCc1ccc2c(c1)OCO2)C1CC(=O)N(CCc2ccc(Cl)cc2)C1 (configuration not stated)
12,-18,-1.0,CCC1(C)Cc2c(sc3nnn(Cc4ccccc4Cl)c(=O)c23)CO1 (configuration not stated)
16,-18,-1.7,COc1ccc(CC(=O)N/N=C/C=C/c2ccc3c(c2)OCO3)cc1OC
12,-24,-0.4,CC(C)C(=O)Nc1cccc(NC(=S)NC(=O)c2ccc(Cl)cc2)c1
13,-10,1.9,O=c1[nH]nc(Cc2ccc3ccccc3n2)c2ccccc12

# Molecules shown so far with a furan ring, fused or not, in the order listed:
OX1R antag-1,OX1R antag-2,STK33 kinase inh,SMILES
18,2,-1.4,Cc1onc(-c2ccccc2)c1C(=O)N1CCN(C(=O)c2ccco2)CC1
6,-7,0.5,O=S(=O)(c1ccc(Br)cc1)N1CCN(Cc2ccco2)CC1
2,-19,-2.1,Cc1ccc2c(C)c(C(=O)Nc3c(C)n(C)n(-c4ccccc4)c3=O)oc2c1
7,-5,-0.6,CCCc1ccc2oc(C(=O)N3CCNC(=O)C3CC(=O)OC)c(C)c2c1 (configuration not stated)
13,-14,-0.7,COC(=O)c1cc2c(ccn2-c2ccc(F)cc2)n1CC(=O)N1CCN(C(=O)c2ccco2)CC1
25,-34,0.5,O=C(CC(c1ccccc1)c1ccco1)Nc1nccs1 (configuration not stated)

# (listing goes on)
OX1R antag-1,OX1R antag-2,STK33 kinase inh,SMILES
14,-33,0.9,CCN(CC)CCn1c(N)c(S(=O)(=O)c2ccccc2)c2nc3ccccc3nc21
20,-28,-1.8,Cc1cccc2cc(COC(=O)C3CCCO3)c(=O)[nH]c12 (configuration not stated)
9,-12,0.0,COC(=O)c1c(NC(=O)c2ccc(C)cc2)sc(Cc2ccccc2)c1C
7,7,0.8,COc1ccc(C(=O)N/C(=C\c2ccccc2)C(=O)Nc2cccc(C(=O)O)c2)cc1
13,-11,-1.7,CCOc1ccccc1/C=N/Nc1nc(C)cc(=O)[nH]1
12,-17,-0.5,COCCCn1c(=S)[nH]c2ncccc2c1=O
5,-26,-1.0,O=C(C1CCC(N2C(=O)C3CC=CCC3C2=O)CC1)N1CCCCC1 (configuration not stated)
10,9,-0.8,CCOC(=O)C1=C(C)NC(=O)NC1c1ccc(OCC(=O)N2CCCCC2)cc1 (configuration not stated)
3,-4,-0.6,CC(C)[C@H]1COCCS(=O)(=O)N1Cc1ccc(Cl)cc1
19,-15,-1.7,C=CCn1c(C)cc(C(=O)Cn2c(C(C)O)nc3ccccc32)c1C (configuration not stated)
40,-33,0.6,CCN(C(=O)CCS(=O)(=O)c1cccc2nsnc12)c1cccc(C)c1
11,-27,3.2,NC(N)=N/N=C/c1ccc2cccc(OCc3ccccc3)c2n1
16,-31,-0.2,O=C(Nc1ccc(S(=O)(=O)N2CCCCC2)cc1)C1CCCN(C(=O)c2ccc(Cl)cc2)C1 (configuration not stated)
43,-21,-0.6,CCc1ccc(NC(=O)CN(C)S(=O)(=O)c2ccc3[nH]c(=O)oc3c2)cc1
15,-9,1.1,O=C(CN1CCCCCCC1)N/N=C/c1ccc(F)cc1F
4,-6,-0.7,Cn1c(CN2CCCC2)nc2cc(NC(=O)C3CCCCC3)ccc21
8,-20,-0.8,CCC(C)(C(=O)Nc1c(C)cccc1C)N(C)C(=O)c1ccc2ccccc2n1 (configuration not stated)
13,-7,0.0,CCCCNc1nc2ccccc2[nH]1
16,-5,-1.1,c1ccc(-n2c3ccccc3c3ccccc32)cc1
20,-21,-1.6,COCCN1C(=O)N[C@@H](c2ccc(Br)cc2)C(C(=O)OC)=C1C
-5,-41,-0.9,O=C(COc1ccc(F)cc1)Nc1cc(S(=O)(=O)N2CCCCC2)ccc1N1CCCCC1
4,-10,-0.3,CN(CC(=O)Nc1ccccc1C(=O)NC1CC1)Cc1cccs1
3,0,-0.1,CCOc1ccc(C(=O)NCc2ccccn2)cc1
7,-9,0.4,Fc1cccc(Cl)c1CSc1ncn[nH]1
6,-18,-1.5,O=[N+]([O-])c1ccc(-c2csc(N3CCCCCC3)n2)cc1
5,-36,-2.2,Cc1ccc(S(=O)(=O)N(C)c2nc3ccccc3n3c(C(C)C)nnc23)cc1
69*,-11,-0.9,COc1ccccc1N(CC(=O)N/N=C/c1c(O)ccc2ccccc12)S(C)(=O)=O
4,5,4.7,Cc1cccc(NC(=O)C2CC(=O)n3ncnc3N2)c1 (configuration not stated)
17,-17,-0.2,O=C(NCCCN1CCCC1=O)C(=O)Nc1cccc(F)c1

# Not a hit list. Share with any hit: about 2.2%.
